Bcl-XL Bim block: inhibitors of Bim-Bcl-XL binding, primary screen, biochemical, multiplexed, bead flow cytometry, human Bcl-XL. Bcl-2-like protein 1 (Homo sapiens), Q07817. Bim peptide-Bcl-XL binding, fluorescence. inhibition, % at 10 µM. 190,000 tested, 0.04% active. AID 1007, 2008
Target sequence (Q07817 whole entry, looked up): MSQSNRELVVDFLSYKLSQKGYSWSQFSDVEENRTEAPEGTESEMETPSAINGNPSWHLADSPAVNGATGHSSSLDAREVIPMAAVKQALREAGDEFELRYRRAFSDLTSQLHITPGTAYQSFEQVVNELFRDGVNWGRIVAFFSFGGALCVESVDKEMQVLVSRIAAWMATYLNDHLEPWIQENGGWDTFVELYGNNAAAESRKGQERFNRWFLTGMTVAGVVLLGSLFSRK
Bim-Bcl-W: inhibitors of Bim binding to Bcl-W, primary screen, biochemical, multiplexed, bead-based flow cytometry; Bcl-2-like protein 2 (Homo sapiens), Q92843; Bim peptide-Bcl-W binding; inhibition, % at 10 µM; 190,000 tested, 0.02% active; AID 952, 2007;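 note: 0% = bound tracer without compound and 100% = peptide blocker; higher means less fluorescent Bim peptide bound to Bcl-W beads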
RGS7-Gao reg: RGS7-Galphao binding modulators, primary screen, biochemical, multiplexed bead flow cytometry; actives lie on both sides; binding response (% of control), % at 10 µM; 220,000 tested, 0.35% active; AID 1439, 2008; Guanine nucleotide-binding protein G(o) subunit alpha (Homo sapiens), P09471; in the data active = binding response below about 49% or above about 150%; inconclusive = no clear call, values can overlap the other calls; inactive = in between;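 note: fluorescent Galphao held in activated GDP-AlF4 state binding bead-coupled RGS7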
Target sequence (P09471 whole entry, looked up): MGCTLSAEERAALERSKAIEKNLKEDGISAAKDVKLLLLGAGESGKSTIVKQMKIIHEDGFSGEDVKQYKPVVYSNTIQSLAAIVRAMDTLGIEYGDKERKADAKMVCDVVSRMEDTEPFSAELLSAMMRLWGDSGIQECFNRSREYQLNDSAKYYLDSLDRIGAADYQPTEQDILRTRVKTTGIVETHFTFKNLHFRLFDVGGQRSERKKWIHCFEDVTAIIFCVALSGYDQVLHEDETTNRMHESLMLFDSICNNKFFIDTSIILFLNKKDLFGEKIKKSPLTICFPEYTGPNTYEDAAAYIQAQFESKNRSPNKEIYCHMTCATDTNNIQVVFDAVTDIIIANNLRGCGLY
Bim-Bcl-2: inhibitors of Bim-Bcl-2 binding, primary screen, biochemical, multiplexed, human Bcl-2 family | Bead-based flow cytometry, Bim peptide-Bcl-2 binding | Apoptosis regulator Bcl-2 (Homo sapiens), P10415 | 190,000 tested, 0.06% active | inhibition, % at 10 µM; in the data active = inhibition above about 40%; inconclusive = no clear call, values can overlap the other calls;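 note: 0% = no compound wells with probe peptide and 100% = reference peptide inhibitor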
Bim-Mcl-1: inhibitors of Bim peptide binding to Mcl-1, primary screen, biochemical, bead-based flow cytometry, multiplex | inhibition, % at 10 µM | Induced myeloid leukemia cell differentiation protein Mcl-1 (Homo sapiens), Q07820 | 190,000 tested, 0.1% active | Bim peptide-Mcl-1 binding;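 note: 0% = no compound tracer wells and 100% = peptide blocker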
Bim-Bcl-B: inhibitors of Bim-Bcl-B binding, primary screen, biochemical, multiplexed, human Bcl-2 family | Bcl-2-like protein 10 (Homo sapiens), Q9HD36 | bead-based flow cytometry, Bim peptide-Bcl-B binding | inhibition, % at 10 µM | 190,000 tested, 0.073% active | AID 951, 2007;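 note: 0% = tracer peptide without compound and 100% = reference inhibitor peptide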
Target sequence (Q9HD36 whole entry, looked up): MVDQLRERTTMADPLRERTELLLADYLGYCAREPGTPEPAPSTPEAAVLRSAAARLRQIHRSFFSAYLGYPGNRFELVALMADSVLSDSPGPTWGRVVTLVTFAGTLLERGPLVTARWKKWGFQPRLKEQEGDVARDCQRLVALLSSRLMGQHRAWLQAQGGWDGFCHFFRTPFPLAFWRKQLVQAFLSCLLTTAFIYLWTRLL
RGS8-Gao: RGS8-Galphao binding modulators, primary screen, biochemical, multiplexed bead flow cytometry; Guanine nucleotide-binding protein G(o) subunit alpha (Homo sapiens), P09471; actives lie on both sides; response (percent of control binding), % at 10 µM; 220,000 tested, 0.34% active; AID 1423, 2008; in the data active = response below about 60% or above about 140%; inactive = in between;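 note: Galphao activated as the GDP aluminium fluoride complex binding bead-coupled RGS8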
Mcl1-Bid inh: Mcl-1/Bid binding inhibitors, primary screen, biochemical, TR-FRET, 1536-well. Induced myeloid leukemia cell differentiation protein Mcl-1 (Homo sapiens), Q07820. TR-FRET Mcl-1/Bid-Dy647 peptide binding. inhibition, % at 21.7 µM. 220,000 tested, 0.97% active;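 active = compounds that cut the binding signal by more than half at the single screening dose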;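 note: His-tagged Mcl-1 with europium anti-His antibody binding Bid BH3 peptide; 0% = Mcl-1 plus peptide wells and 100% = peptide-only wells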
Mcl1 Noxa PPI: Mcl-1/Noxa binding inhibitors, primary screen, biochemical, TR-FRET, 1536-well; inhibition, % at 21.7 µM; AID 1022, 2008; 220,000 tested, 1.5% active; TR-FRET Mcl-1/Noxa peptide binding, 2 h; Induced myeloid leukemia cell differentiation protein Mcl-1 (Homo sapiens), Q07820;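 active = compounds that cut the protein-peptide binding signal by more than 50% relative to plate controls in a single-dose test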;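 note: His-tagged Mcl-1 with rhodamine Noxa BH3 peptide and terbium anti-His antibody; 0% = Mcl-1 plus Noxa peptide wells and 100% = peptide-only wells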
Bim-Bfl-1: inhibitors of Bim binding to Bfl-1, primary screen, biochemical, multiplexed, bead-based flow cytometry; 190,000 tested, 0.12% active; Bim-Bfl-1 binding inhibition; inhibition, % at 10 µM; Bcl-2-related protein A1 (Homo sapiens), Q16548;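 note: 0% = wells without compound plus tracer and 100% = blocker peptide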
RGS4-Gao reg: modulators of RGS4 binding to Galphao, primary screen, biochemical, multiplexed bead flow cytometry | Guanine nucleotide-binding protein G(o) subunit alpha (Homo sapiens), P09471 | binding response (% of control), % at 10 µM | 220,000 tested, 0.33% active | actives lie on both sides; in the data active = binding response below about 49% or above about 150%; inactive = in between;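 note: fluorescent Galphao activated with aluminum fluoride binding bead-coupled RGS4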
An asterisk follows results filed as active; ? = inconclusive; / = no result given. Cut-off read from the data, not from the text of the source, unless noted: active = inhibition above about 40%.

smiles	Bcl-XL Bim block	Bim-Bcl-W	RGS7-Gao reg	Bim-Bcl-2	Bim-Mcl-1	Bim-Bcl-B	RGS8-Gao	Mcl1-Bid inh	Mcl1 Noxa PPI	Bim-Bfl-1	RGS4-Gao reg
CCOc1ccc(CCNC(=O)CN2CCN(Cc3ccccc3F)C2=O)cc1OCC	-11.0	-1.0	101.0	-11.0	-1.0	-11.0	97.2	-22.7	-5.5	-19.0	101.4
CCOC(=O)c1cc(CC)sc1NC(=O)C1CC(=O)NN1Cc1ccccc1 (centres undefined)	-7.0	-6.0	100.6	-5.0	-2.0	-5.0	99.8	-4.7	7.0	-6.0	98.0
Cc1cccn2c(=O)c3cc(C(=O)NCc4ccco4)c(=N)n(CCOCCO)c3nc12	0.0	3.0	94.1	4.0	4.0	18.0	96.1	-49.0	33.4	5.0	95.2
CCn1c(NC(C)=O)nc2ccccc21	-10.0	-4.0	89.7	15.0	-4.0	-8.0	96.2	-10.4	-13.6	-2.0	96.4
Nc1ccc(Cl)c(S(=O)(=O)Nc2ccccc2Cl)c1	-3.0	1.0	102.2	-3.0	-1.0	0.0	104.2	-34.7	23.9	-4.0	104.5
CCC(=O)Nc1ccc(C(=O)N/N=C/c2cccnc2)cc1	-2.0	0.0	94.3	-1.0	-4.0	1.0	96.6	-67.3	-14.1	-3.0	97.0
Cc1ccc(S(=O)(=O)NC(C)C(c2cccs2)N2CCOCC2)cc1 (centres undefined)	1.0	1.0	/	0.0	0.0	0.0	/	8.7	12.9	1.0	/
CN(C)Cc1c(O)ccc2ccccc12	/	/	?	/	/	/	97.2	-19.7	2.5	/	95.2
O=C(N/N=C/c1ccccn1)c1cccnc1	/	/	?	/	/	/	98.9	-51.4	-27.9	/	101.6
Cc1ccc(-n2c(Cn3c(C)nc4ccccc43)n[nH]c2=S)cc1	-7.0	-2.0	84.1	-1.0	-8.0	-28.0	64.7	-16.7	42.2	3.0	85.7
CCCS(=O)(=O)n1nc(-c2ccc(OC)cc2OC)cc1N	-9.0	-7.0	98.6	-3.0	-2.0	-9.0	103.5	-2.1	-25.9	-5.0	100.0
COc1ccc(C(=O)N2CCN(C3CCCCC3)CC2)c(OC)c1	-8.0	-2.0	101.4	-8.0	-6.0	-9.0	102.2	-22.0	-1.8	-17.0	100.4
Cc1nnc(C)n1/N=C/c1cccc([N+](=O)[O-])c1	0.0	2.0	104.5	0.0	0.0	0.0	101.6	-26.8	-1.4	-4.0	102.5
N/C(Cn1cncn1)=N\OC(=O)c1ccc(Cl)cc1Cl	-2.0	-2.0	105.1	-2.0	-1.0	-1.0	97.6	-15.7	4.3	-3.0	103.8
O=C(CCc1ccccc1)c1c(O)cc(O)cc1O	/	/	?	/	/	/	107.8	-53.5	-1.0	/	107.9
CCc1nccn1S(=O)(=O)c1ccc2ccc(C)cc2c1	-9.0	-4.0	104.2	-16.0	-2.0	-11.0	98.8	4.8	8.2	-20.0	99.4
CCC(=O)N1CCN(c2ccc(NC(=O)c3ccco3)cc2)CC1	-15.0	-5.0	102.0	-11.0	-6.0	-12.0	102.2	-50.5	/	-17.0	101.3
COc1ccc(NC(=O)c2csc3c2CCCC3)cc1	-7.0	-3.0	103.3	-10.0	-2.0	-11.0	101.1	-7.7	1.0	-13.0	103.9
COc1ccc(NS(=O)(=O)c2ccc3c(c2)CCC(=O)N3)c(OC)c1	-6.0	0.0	98.7	-7.0	0.0	-5.0	101.9	-22.0	-0.3	-16.0	99.0
O=C(Nc1cccc(O)c1)c1ccc(Br)c(S(=O)(=O)N2CCCCC2)c1	-7.0	5.0	102.7	-3.0	0.0	-1.0	100.2	-22.9	11.0	-10.0	101.8
Cc1cccc(OCCn2c(NC(=O)c3ccco3)nc3ccccc32)c1	-9.0	-4.0	98.0	-12.0	-8.0	-9.0	99.8	-6.8	-12.6	-23.0	100.5
Cc1c(C)c2c(C)[nH]nc2oc1=O	-9.0	-3.0	98.5	1.0	1.0	1.0	99.7	-16.3	-11.5	-2.0	100.0
COc1ccc2c(c1)CC/C2=N\OC(=O)c1cccc(C)c1	-6.0	-2.0	96.8	-1.0	-1.0	-9.0	100.3	-5.0	7.9	-4.0	101.1
COCCn1nnnc1CN(Cc1ccco1)Cc1cc2cc3c(cc2[nH]c1=O)OCO3	0.0	0.0	100.0	-1.0	43.0*	-2.0	100.0	-1.2	-10.7	0.0	98.0
CC(C)(C)C(=O)CSc1ncnc2c1cnn2-c1ccccc1	/	/	?	/	/	/	104.3	-8.1	-8.6	/	106.0
COc1cc(/C=N\Nc2nc(-c3ccc(C)cc3)c(NC(C)=O)s2)ccc1O	/	/	?	/	/	/	90.5	-53.2	83.3*	/	86.3
CO/N=C(\N)c1nonc1N	/	/	?	/	/	/	101.0	-12.9	-4.5	/	109.4
COc1ccccc1NC(=S)Nc1ccc2cn[nH]c2c1	-2.0	-2.0	?	-3.0	-2.0	-5.0	102.7	-49.7	19.2	-2.0	101.0
Cc1cc(/C=N/NC(=O)C(=O)NCc2ccccn2)c(C)n1-c1cccc(Br)c1	-2.0	-1.0	104.1	-3.0	0.0	1.0	102.7	-34.8	15.9	-3.0	105.5
CCOC(=O)C1(CCc2ccccc2)CCN(Cc2nccn2CC)CC1	-4.0	-3.0	86.1	-4.0	-2.0	-7.0	92.8	0.6	20.7	-7.0	91.9
O=C(O)c1ccccc1SC1CC(=O)N(c2ccc3c(c2)OCO3)C1=O (centres undefined)	-1.0	-4.0	?	1.0	-4.0	-5.0	97.2	-21.4	24.8	-11.0	96.1
Cc1ccc(N(CC(=O)N/N=C/c2cccs2)S(C)(=O)=O)cc1	-5.0	-3.0	101.1	-1.0	-3.0	-5.0	100.9	-27.6	1.3	-1.0	97.1
Cc1ccccc1NC(=O)Nc1nnc(CC(=O)NCc2ccccc2)s1	-6.0	-2.0	102.0	-1.0	-5.0	-6.0	103.6	-2.4	20.4	0.0	100.1
COc1ccc(CCC(=O)NNC(=S)NCc2ccc(F)cc2)cc1	1.0	6.0	98.3	5.0	3.0	-13.0	102.0	-47.6	2.6	3.0	98.8
Cc1ccc(NC(=O)c2cc(N3C(=O)C=CC3=O)ccc2Cl)cc1C	0.0	-1.0	103.9	4.0	-11.0	-9.0	91.5	7.0	77.3*	13.0	97.0
COc1ccc(OC)c(C(c2nnnn2Cc2ccccc2)N2CCN(C3CCCCC3)CC2)c1 (centres undefined)	8.0	3.0	66.3	8.0	9.0	2.0	75.7	-0.2	3.3	9.0	60.1
Cc1cc(NC2CCCCC2)nc2ccccc12	-4.0	-3.0	105.4	-8.0	-5.0	-2.0	110.3	-4.8	8.6	-12.0	102.1
Cc1ccc(-n2c(C)cc(C(=O)OCC(=O)N(C)C3CCS(=O)(=O)C3)c2C)cc1 (centres undefined)	-9.0	0.0	81.6	-7.0	-3.0	-7.0	93.7	-33.7	11.2	-10.0	94.7
O=C(CCc1ccccc1)NC(=S)Nc1ccccc1Br	-6.0	-1.0	103.2	-6.0	-2.0	-4.0	97.5	-45.0	24.8	-5.0	98.0
O=C(CCn1cccc1)Nc1cccc(F)c1	-4.0	2.0	112.7	-7.0	1.0	-5.0	104.3	-47.9	6.9	-11.0	102.8
Cc1ccccc1N1C(=O)C2C3C=CC(C2C1=O)N(C)C3=O (centres undefined)	-3.0	-2.0	101.9	2.0	1.0	-1.0	100.8	-8.5	-24.1	-1.0	100.0
C=CCn1c(SCc2nc3ccccc3c(=O)[nH]2)nc2ccccc2c1=O	0.0	-4.0	96.1	0.0	-12.0	-2.0	97.6	5.4	-6.3	0.0	96.4
CCOC(=O)Cc1c(Sc2ccccc2)c2cc(C)ccc2n1C	-7.0	-6.0	102.0	-7.0	-11.0	-4.0	102.3	-8.4	15.9	-4.0	101.2
O=C(COC(=O)c1cccs1)NCCCc1ccccc1	-3.0	-3.0	101.4	-4.0	0.0	-3.0	99.8	-25.7	-5.0	-6.0	102.0
COCCn1c(=O)[nH]c2cc(C(=O)NCCc3ccc(S(N)(=O)=O)cc3)ccc2c1=O	0.0	1.0	?	2.0	3.0	-1.0	100.2	-28.6	-2.2	-3.0	99.7
COc1ccc(CNC(=O)C2CCN(c3nc(OC)nc(OC)n3)CC2)cc1	-23.0	-4.0	94.8	-5.0	-2.0	-5.0	98.9	25.1	/	-1.0	95.2
CN1C(=O)C2(Nc3ccccc3-c3nc4ccccc4n32)c2ccccc21 (centres undefined)	-2.0	-1.0	100.8	0.0	-3.0	-2.0	99.5	0.1	-6.8	-1.0	96.6

High-throughput results (PubChem BioAssay)
